# Yfh1-depleted yeast – enhancers of respiration in Yfh1-depleted yeast, dose response, Friedreich's ataxia, plus single-dose screen (AID 1465); S. cerevisiae Yfh1-off respiration, WST-1 reduction, 72 h; higher fold induction means a stronger effect; fold induction at 50 µM; hits with a dose series show EC50 in µM; hit rate 0.074% among 220,000;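 active = fold induction of absorbance versus untreated yeast above a set limit, then at least 30% activation at any dose in follow-up; inconclusive = repeats straddling the limit, or above it without dose testing; inactive = fold induction below the set limit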;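 also: activators that raise dye reduction in frataxin-depleted yeast; strong numbers were not always called active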
# WT yeast gro inh – growth inhibition of WT strain, primary screen, mitochondrial fusion inhibitor project, WT and mutant strains, chemical genetic; mitochondrial fusion phenotypic screen; inhibition, % at 10 µM; hit rate 2.1% among 190,000; in the data active = inhibition above about 58%; tested in S. cerevisiae
# b-catenin transl – modulators of beta-catenin nuclear translocation, primary screen, imaging, HeLa cells, immunofluorescence, high-content; nuclear translocation activity, % at 5 µM; hit rate 0.3% among 190,000;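 active = nuclear translocation activity above 50% at 5 µM, with a well cell count of 50 or more; inconclusive = wells under 50 cells across six images, flagged as toxic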;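 also: per-cell ratio of nuclear to cytoplasmic median beta-catenin stain intensity; plate controls were DMSO negative control for no effect and GSK-3 inhibitor IX positive control for full effect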
#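 Test system: human HeLa cells, endogenous beta-catenin. Times: 24 h compound exposure, 37°C. Measured by: beta-catenin immunofluorescence imaging with DAPI.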
# Ins promoter up – insulin promoter activators in MIN6 cells, imaging, high-content screening, mouse beta cells | z-score at 5 µM | MIN6 insulin promoter-GFP reporter; hits give high values | hit rate 0.3% among 190,000;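 active = z-score above 3 at 5 µM with at least 500 cells counted in the well; inconclusive = wells under 500 cells, flagged as cytotoxic or low count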
# HIV fusion peptide – inhibitors of HIV fusion peptide binding, primary screen, biochemical, uHTS, fluorescence dequenching (AID 1986); inhibition, % at 20 µM, or IC50 in µM where a hit was titrated; hit rate 0.3% among 290,000; cell-free peptide binding, fluorescence dequenching, 30 min; higher % means a stronger effect; in the data active = inhibition mostly above about 52%, no sharp cut-off; inactive = mostly below about 76%; also: some results filed as inactive read as strong as hits
# Dynein transport – inhibitors of GR-EGFP nuclear translocation, primary screen, dynein cargo transport inhibitor project, imaging, high-content, 3617.4 mouse cells | test concentration mostly 20 µM; stimulated with dexamethasone, 1 µM; hits give low values | z-score, hits read low | hit rate 0.47% among 220,000;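 active = plate z-score of nuclear minus cytoplasmic receptor signal below a set negative limit, without overly bright fluorescence or cell loss, cut at about -3.5 in these data, passing the limit was not always enough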;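 also: z-score of nuclear minus cytoplasmic ring GR-EGFP intensity difference per well; some compounds called inactive have numbers as strong as hits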
#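 medium = tetracycline-free induction medium containing charcoal-stripped FBS | probe or stimulus = dexamethasone, 1.0 µM final | timing = 48 h induction, then 1 h compound, then 30 min agonist, 37 °C | detection = automated 10x imaging of fixed Hoechst-stained cells | read-out basis = nuclear versus cytoplasmic GR-EGFP signal, averaged per well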
# MT stabilize HCS – microtubule stabilizers in HeLa cells, primary screen, imaging, high-content imaging | HeLa tubulin immunostaining HCS, 24 h; share of cells brighter than vehicle mean+2SD | % tubulin-high responders, % at 10 µM | hit rate 0.83% among 200,000;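 active = plate Z-score above 3 for both tubulin-high and condensed-nucleus cell shares, with cell loss under 80%, at 10 µM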;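 also: anti alpha tubulin signal scored within the nucleus-defined area of each cell; some results filed as inactive read as strong as hits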
# AID2073 – inhibitors of Mint1-CaV2.2 protein interaction, biochemical, HTRF (AID 2073) | Voltage-dependent N-type calcium channel subunit alpha-1B (Homo sapiens) | HTRF protein-protein interaction, Mint1-CaV2.2; higher % means a stronger effect | inhibition, % at 20 µM; hits with a dose series show IC50 in µM | hit rate 0.19% among 290,000; in the data active = inhibition mostly above about 51%, no sharp cut-off; inconclusive = no clear call, values can overlap the other calls; inactive = mostly below about 53%; also: some results filed as inactive read as strong as hits
# Autophagy mod – autophagy modulators in MEF cells, primary screen, imaging, high-content, MEF GFP-LC3; MEF GFP-LC3 puncta imaging; test concentration mostly 10 µM; calls only at 10 µM (by protocol); hit rate 0.98% among 190,000; AID 463193, 2010;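 active = percentage of spot-positive cells more than 3 SD above its plate mean, without a fluorescence outlier flag or 80% toxicity; inconclusive = no clear call, values can overlap the other calls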;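 also: spot-positive cell cutoff set from DMSO-treated cells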
# WT yeast gro inh mutant strain – also measured in WT yeast gro inh; calls as there; inhibition, %; mitochondrial fusion phenotypic screen, mutant strain inhibition
# Dynein transport cytoplasmic EGFP – second read-out of Dynein transport, no call of its own (marks repeat the call); z-score; measured here: cytoplasmic GR-EGFP intensity; hits give high values
# Dynein transport nuclear GR-EGFP – also measured in Dynein transport; calls as there; z-score; measured here: nuclear GR-EGFP intensity;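 lower value marks the stronger effect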
# Dynein transport cell count – further read-out of Dynein transport, marked with its call; z-score; measured here: cell count per field
# Ins promoter up cell count – second read-out of Ins promoter up, no call of its own (marks repeat the call); cell count; measured here: cytotoxicity, nuclei count;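 total cells summed across four imaged fields per well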
# b-catenin transl cell count 5 µM – further read-out of b-catenin transl, marked with its call; cell count; measured here: cell count, cytotoxicity flag
# MT stabilize HCS Hoechst-high % – recorded beside MT stabilize HCS, whose call it bears; % Hoechst-high responders; measured here: nuclear condensation Hoechst responders;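 share of cells brighter than vehicle mean plus two SD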
# MT stabilize HCS cytotoxicity % – also measured in MT stabilize HCS; calls as there; toxicity, %; measured here: cytotoxicity by cell density;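 0% = mean cell density of plate MIN control wells and 100% = no cells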
# Autophagy mod cell loss 18 h – further read-out of Autophagy mod, marked with its call; toxicity, %; measured here: cell loss, nuclei count;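 cell loss after 18 h compound exposure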
# Active calls of the source: *; i = inactive; ? = inconclusive; · = no result given; + = active, no number.
SMILES,Yfh1-depleted yeast,WT yeast gro inh,WT yeast gro inh mutant strain,b-catenin transl,b-catenin transl cell count 5 µM,Ins promoter up,Ins promoter up cell count,HIV fusion peptide,Dynein transport,Dynein transport cytoplasmic EGFP,Dynein transport nuclear GR-EGFP,Dynein transport cell count,MT stabilize HCS,MT stabilize HCS Hoechst-high %,MT stabilize HCS cytotoxicity %,AID2073,Autophagy mod,Autophagy mod cell loss 18 h
Cc1cccc(N2CCN(C(=S)c3ccc([N+](=O)[O-])cc3)CC2)c1,i,29,50,10,452,0.94,1094,-1.4%,-0.58,-0.33,-0.55,0.81,2.8,3.2,5.0,-18%,i,-10
O=C(Oc1ccnc2cc(Cl)ccc12)N1CCCCCC1,i,8,1,1.9,1108,1.5,960,0.2%,1.7,-0.13,1.7,-1.1,4.4,1.9,1.3,-9%,i,1
CS(=O)(=O)c1ncc(Cl)c(C(=O)Nc2ccc3ccccc3c2)n1,i,26,29,0.4,1496,-0.53,1181,0.4%,-4.2*,1.8*,-2*,-0.057*,1.9,1.6,8.2,-53%,i,-36
CCOC(=O)c1cccc(N2C(=O)Nc3ccccc3N2O)c1,i,5,-7,-2.0,957,-0.04,1360,-1.6%,0.16,-0.31,-0.26,0.16,2.6,2.7,8.9,-2%,i,3
CCC(=O)NC(=S)Nc1ccc(NC(=O)c2ccccc2[N+](=O)[O-])cc1,i,10,-13,-0.9,1130,-0.75,1548,-1.3%,0.44,-0.25,0.019,-0.064,4.0,2.4,10,-6%,i,-6
COc1ccccc1Nc1nc(NCCO)nc(N)c1[N+](=O)[O-],i,·,·,-0.3,1258,-1.3,1118,0.1%,0.79,-0.21,0.87,-0.27,·,·,·,11%,·,·
Cc1ccc(S(=O)(=O)N2CCN(C(=O)CN3C(=O)NC4(CCOc5ccccc54)C3=O)CC2)cc1 (stereo not drawn),i,5,1,-3.1,1206,-0.34,854,0.8%,-0.96,0.021,-0.19,0.47,1.5,2.1,8.0,-1%,i,-3
Cn1c(=O)[nH]c(=O)c2c1nc(Br)n2CC(O)COc1ccc(Cl)cc1 (stereo not drawn),i,-11,-18,-1.6,1017,0.29,1567,1.1%,-0.26,-0.059,0.081,-0.34,3.3,0.9,8.1,6%,i,11
CN(CC(=O)Nc1ccc(Cl)cc1)CC(=O)Nc1ccc(C(N)=O)cc1,i,-3,-11,-0.7,921,-0.43,1645,-1.9%,1.4,-0.34,1.4,-1.2,2.7,2.7,7.0,-3%,i,1
C/C(=N\NC(=O)c1ccccc1)c1nc2ccccc2n1C,i,-15,9,-0.5,990,-0.13,1270,0.6%,-0.8,-0.18,-0.19,0.32,3.9,1.3,4.0,0%,i,18
O=C1CCC(C(=O)OCC(=O)N2N=C3/C(=C/c4ccccc4)CCCC3C2c2ccccc2)N1 (stereo not drawn),i,14,-9,-2.8,1251,-1.5,876,-1.7%,2.2,0.26,1.1,-1.9,4.0,1.6,2.9,5%,i,4
CCC(=O)NC(=S)Nc1ccccc1F,i,14,19,0.1,843,-0.3,1428,0.9%,-0.79,-0.15,0.065,1.9,3.1,1.7,5.3,-10%,i,-23
O=C(C1=C[C@@H](C2CC2)C[C@@H](OCc2ccc(CO)cc2)O1)N1CCOCC1,i,-3,-1,-0.2,1016,0.62,1075,2.8%,-0.059,-0.31,0.24,-0.065,2.4,1.8,9.7,17%,i,-13
COc1ccc(N2CCN(C(=O)CN3CCN(C(c4ccccc4)c4ccccc4)CC3)CC2)cc1,i,11,0,·,·,-0.39,1299,2.2%,0.27,-0.26,0.18,-0.0011,4.0,1.3,7.6,-9%,i,24
CCn1c(Cc2cccs2)nnc1SCC(=O)NC(C)(C)C,i,-15,-22,3.7,1021,0.48,1054,-1.0%,-0.64,-0.37,-0.32,1.4,7.1,1.1,5.8,-14%,i,0
O=C(Nc1ccc2c(c1)N(Cc1ccccc1)C(=O)c1ccccc1S2)NC1CC1,i,-13,-5,2.8,1060,0.22,813,4.0%,-0.15,-0.15,-0.12,0.1,2.2,1.2,21,26%,i,4
COCCNc1nc(-c2cc(C)n(CCc3ccc(OC)cc3)c2C)cs1,i,7,0,2.4,464,·,·,34%,-0.64,-0.072,-0.25,0.53,3.8,2.0,8.7,57%,i,7
O=C(NCCc1ccccc1)c1ccc(-c2ccc(F)cc2)o1,i,27,40,0.5,1494,0.65,1448,1.1%,-1,-0.042,-0.15,0.81,7.1,2.6,6.8,8%,i,15
Cc1ccc(C(=O)N/N=C/c2cccc(OC(=O)/C=C/c3ccco3)c2)cn1,i,-9,-19,3.7,1018,0.31,1307,14%,-0.16,-0.33,-0.091,0.83,2.8,1.1,5.8,30%,i,16
CN(C(=O)COC(=O)c1ccc2c(=O)n3c(nc2c1)CCC3)C1CCS(=O)(=O)C1 (stereo not drawn),i,14,-2,0.4,1558,-3,1472,1.1%,-0.42,-0.25,0.46,-0.079,4.7,2.8,4.5,5%,i,18
COc1ccccc1N1CCN(C(=O)C(=O)N/N=C/c2cccc(O)c2)CC1,i,1,8,-2.5,1424,0.53,1246,9.8%,0.24,-0.077,0.11,-2.7,0.7,1.5,7.3,-13%,i,-4
O=C(Cn1ncc2c3ccccc3n(Cc3ccc(F)cc3)c2c1=O)N1CCN(c2ncccn2)CC1,i,29,10,-1.3,1181,-1,863,-1.0%,0.07,-0.31,-0.047,0.48,0.6,1.4,21,4%,i,-13
O=C(Nc1ccccc1)C1=C[C@H](C2CCCCC2)C[C@H](OCc2ccc(CO)cc2)O1,i,40,13,-1.5,1233,-1.8,1428,3.3%,-0.46,-0.31,0.079,-0.072,1.5,2.2,2.7,-3%,i,20
C/C(N)=C(/C#N)C(=O)CSc1cc(C)c2cc(C)cc(C)c2n1,i,13,22,0.4,1497,-0.05,1397,0.7%,0.91,-0.19,1.2,-1.6,3.2,3.9,2.7,11%,+,-6.1*
O=C(CCc1ccccc1)NCCC1=CCCCC1,i,5,12,-2.0,1056,-0.01,1364,2.4%,0.034,-0.084,0.16,2.5,2.3,1.3,8.6,0%,i,6
COc1cccc(C2C3=C(CCCC3=O)Nc3nc(-c4cc(OC)c(OC)c(OC)c4)nn32)c1 (stereo not drawn),i,55,4,-1.7,1447,-0.53,1414,-2.9%,-0.93,-0.23,-0.36,0.53,7.3,4.9,5.5,6%,i,-8
Cc1ccc(NCCC(=O)c2cccs2)cc1C,i,4,2,-6.3,1136,-0.11,1610,0.1%,0.72,-0.23,0.48,-0.63,1.9,1.3,1.2,-10%,i,-39
CC(/C=N/NC(=O)Cn1cnc2ccccc21)=C\c1ccccc1,i,-11,-5,-1.7,1050,-0.57,1413,0.7%,-0.073,-0.3,-0.16,0.36,3.2,2.3,2.9,4%,i,8
O=C(CN1N=C(C(F)(F)F)CC1(O)c1ccc([N+](=O)[O-])cc1)c1ccccc1 (stereo not drawn),i,17,10,1.3,1130,·,·,-1.1%,-0.13,-0.26,-0.36,0.61,1.1,1.7,3.3,13%,i,0
COc1ccc(N/C=C(\C2OC(=O)c3ccccc32)[N+](=O)[O-])cc1 (stereo not drawn),i,14,-3,0.0,1075,-0.52,1415,32%,-0.69,4.2,0.58,0.44,3.5,2.3,5.5,-2%,i,-1
CC(=O)NS(=O)(=O)c1cccnc1Nc1cccc(Cl)c1C,i,-15,12,·,·,0.96,1348,1.3%,-1.1,-0.068,-0.72,0.94,1.7,2.6,3.8,8%,i,2
Cc1sc2nc(CSc3nc4ccccc4c(=O)n3CCCN3CCOCC3)[nH]c(=O)c2c1C,i,13,19,-1.8,1124,-0.37,854,17%,0.43,2.4,1,-0.57,5.6,1.9,5.0,?,i,-12
Cc1ccc(/C=N\NC(=O)CCc2n[nH]c(=O)[nH]c2=O)o1,i,8,5,-0.1,1160,-0.3,1265,-2.0%,-1.2,0.1,-0.44,0.29,3.4,1.9,1.7,-22%,i,18
O=C(c1ccc(Cl)cc1)C1CCN(C(=O)N2CCOCC2)CC1,i,-9,12,4.1,1110,-0.51,1142,0.2%,-0.53,-0.21,-0.14,0.62,2.4,1.6,8.6,-4%,i,-1
O=S(=O)(NCCc1ccccn1)c1ccc(F)c(F)c1,·,2,11,-1.0,1094,0.17,1086,-0.3%,-0.17,0.62,0.85,0.15,1.7,2.0,3.6,-5%,i,-6
Clc1ccc(-c2nnc(C34CC5CC(CC(C5)C3)C4)o2)cn1,i,-7,-1,·,·,-0.98,972,5.6%,0.042,-0.14,0.062,0.68,2.7,1.8,4.7,1%,i,-7

# An excerpt from above in order of their number in HIV fusion peptide, largest number first:
SMILES | WT yeast gro inh mutant strain | HIV fusion peptide | Dynein transport | Dynein transport cytoplasmic EGFP | Dynein transport nuclear GR-EGFP | Dynein transport cell count | MT stabilize HCS Hoechst-high % | AID2073
O=C(NCCc1ccccc1)c1ccc(-c2ccc(F)cc2)o1 | 40 | 1.1% | -1 | -0.042 | -0.15 | 0.81 | 2.6 | 8%
C/C(N)=C(/C#N)C(=O)CSc1cc(C)c2cc(C)cc(C)c2n1 | 22 | 0.7% | 0.91 | -0.19 | 1.2 | -1.6 | 3.9 | 11%
Cc1ccc(NCCC(=O)c2cccs2)cc1C | 2 | 0.1% | 0.72 | -0.23 | 0.48 | -0.63 | 1.3 | -10%

# Source: PubChem
